Screening data deposited in PubChem by National Center for Advancing Translational Sciences (NCATS).
aSyn yeast rescue: qHTS of alpha-syn Inhibitors: NCGC Sytravon Library Screen; S. cerevisiae alpha-synuclein toxicity rescue, BacTiter-Glo growth, 24 h; Potency, µM (top dose mostly 46.1 µM), for inactives: at the top dose growth rescue (activation), most hits filed as activators; 94,000 tested, 0.02% active; AID 1347070, 2019; active = well fitted activation curve with a large enough effect; inconclusive = small, poorly fitted or top-dose-only effect; also: 0% is about no effect
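Growth restoration measured by BacTiter-Glo luminescence after 24 hr at 30 deg C; alpha-synuclein yeast, raffinose-pregrown to mid-log, were added at OD600=0.02 in galactose medium onto pinned compounds.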
The depositor's hits bear a star; ? = inconclusive; & = joins results of further samples; [ ] = dose if it differs, or a comment. Potency is read from the fitted curve at half-maximal effect.

| SMILES | aSyn yeast rescue |
| --- | --- |
| CCCN(C(=O)CSCc1c(C)noc1C)c1c(N)n(Cc2ccccc2)c(=O)[nH]c1=O | -2% |
| CCN(CC(=O)Nc1c(F)cccc1F)C(=O)c1csc2c1CCCC2 | 1% |
| Nn1c(SCC(=O)Nc2nccs2)nnc1-c1ccco1 | -9% |
| CCc1cccc(CC)c1NC(=O)Cn1nnc2sc(-c3ccccc3)cc2c1=O | 25% |
| COc1ccc(OC)c(-n2c(-c3ccn[nH]3)n[nH]c2=S)c1 | -6% |
| Cc1ccc2c(CNCc3ccc(C)o3)c(C(=O)O)n(Cc3ccccc3C)c2c1 | 8% |
| Cc1cccc(C)c1NC(=O)CCS(=O)(=O)c1cccc2nonc12 | -6%&-10% |
| COc1ccc(OC)c(NC(=O)c2ccccc2NC(=O)c2ccco2)c1 | -16% |
| C[C@@H]1CN([C@H](C)CO)C(=O)CCCn2nncc2CO[C@H]1CN(C)C(=O)c1ccc(N2CCN(C)CC2)cc1 | -5% |
| Cc1cccc2c1cnn2C(=O)CCC(=O)NC1CCCCC1 | 11% |
| CCOc1ccc(CCNC(=O)CCc2c(C)nc3c(-c4ccccc4)c(C)nn3c2C)cc1OCC | 2% |
| CCOc1ccccc1CNC(=O)CCCn1c(=O)c2cccn2c2ccc(F)cc21 | -3% |
| Cc1cc(NC(=O)c2cc(CC(C)C)on2)no1 | -8% |
| O=C(Cc1ccc(Cl)cc1)Nc1nnc2n1CCS2 | -8% |
| Cc1ccc(S(=O)(=O)N2C[C@H]3n4c(=O)ccc(=O)n4C[C@H](OC(=O)NC4CC4)[C@@]3(O)C2)cc1 | 3% |
| COc1cn(-c2ccccc2)nc1C(=O)Nc1ccc(C)cc1 | 15% |
| O=C(O)c1ccc(Nc2nc(-c3ccc([N+](=O)[O-])cc3)nc3ccccc23)cc1 | -8% |
| CC1CCCC(NC(=O)CNC(=S)N(Cc2ccccc2)Cc2cccs2)C1C (stereo not given) | 14% |
| CN(CC(=O)Nc1cccc(F)c1)C(=O)Cc1n[nH]c(=O)c2ccccc12 | -1% |
| COc1ccc(CNc2ccc([N+](=O)[O-])cn2)cc1 | 2% |

In the list so far, these contain a halogen.
| SMILES | aSyn yeast rescue |
| --- | --- |
| CCN(CC(=O)Nc1c(F)cccc1F)C(=O)c1csc2c1CCCC2 | 1% |
| CCOc1ccccc1CNC(=O)CCCn1c(=O)c2cccn2c2ccc(F)cc21 | -3% |
| O=C(Cc1ccc(Cl)cc1)Nc1nnc2n1CCS2 | -8% |
| CN(CC(=O)Nc1cccc(F)c1)C(=O)Cc1n[nH]c(=O)c2ccccc12 | -1% |

Later entries
| SMILES | aSyn yeast rescue |
| --- | --- |
| O=C(C[C@H]1C[C@@H]2c3cc(NC(=O)Nc4ccccc4F)ccc3O[C@@H]2[C@H](CO)O1)NCc1ccccn1 | -7% |
| Cc1cc(Br)ccc1NC(=O)COc1cc(=O)n(C)c2ccccc12 | -9% |
| COc1ccc(OCC(=O)Nc2ccc3nn(-c4ccc(OC)cc4)nc3c2)cc1 | -19% |
| CCN(CC)S(=O)(=O)c1cccc(N=NC2=C(O)CCCC2=O)c1 | 1% |
| CCN(CC)S(=O)(=O)c1ccc(N2CCOCC2)c(NC(=O)COc2ccc(C#N)cc2)c1 | 1% |
| CC(C)N(Cc1ccccc1)C(=O)c1cc2ccc3cccnc3c2[nH]1 | ? |
| Cc1ccc2c(c1)-c1c(c(C(=O)NCCc3ccccc3)nn1C)CS2 | -20% |
| COc1ccc(N(CC(=O)Nc2cc(OC)ccc2OC)S(=O)(=O)c2c(C)nn(C)c2C)cc1 | -1% |
| COc1cccc(CNC(=O)c2ccc(NC(=O)N3CC(C)Sc4ccccc43)cc2)c1 (stereo not given) | 2% |
| Cc1ccc(S(=O)(=O)NCC(C)NC(=O)CN2CCOCC2)cc1 (stereo not given) | 5% |
| Cc1nc2scc(-c3ccccc3)c2c(=O)n1N=C1C=CC(=O)C=C1 | -73%[inhibitor] |
| O=C(NNC(=O)c1csc(-c2cccnc2)n1)Nc1ccc(Cl)cc1 | 0% |
| Cc1ccccc1Nc1nc(N)nc(CSc2nnc3ccccn23)n1 | 0% |
| CCCn1c(SCC(=O)NCC)nc2sc3c(c2c1=O)CCC3 | -6% |
| O=C(Nc1nc(-c2ccc(Cl)cc2)cs1)C1CCCO1 (stereo not given) | -4% |
| COc1ccc(CCNCC(=O)Nc2ccccc2C(F)(F)F)cc1 | 3% |
| O=C(CSc1nnc(-c2ccncc2)n1-c1ccccc1)Nc1ccc(F)cc1 | 4% |
| CC(NC(=S)Nc1ccccc1C(F)(F)F)C1CC2CCC1C2 (stereo not given) | 11% |
| Clc1ccccc1-c1nc(Nc2ccccc2)nc2ccc(Br)cc12 | 9% |
| CNCCCOc1cccc(Oc2ccccc2)c1 | -5% |
| CC(C)(C)c1nnc(NC(=O)CCS(=O)(=O)c2ccccc2)s1 | 10% |
| CC1CCc2nn(CC(=O)Nc3ccccc3Cl)cc2C1 (stereo not given) | 14% |
| O=c1[nH]c2ccc([N+](=O)[O-])cc2nc1/C=C(\O)c1ccccc1 | -2% |
| O=C(Nc1ccc2nc(SCC(=O)N3CCCC3)sc2c1)c1cccc(Br)c1 | -9% |
| COc1cc2c(cc1OC)n(CC(=O)c1cccc(Cl)c1)c(=O)n1nc(CCn3nc(C)cc3C)nc21 | -4% |
| Cc1noc(C)c1C(=O)Nc1ccccc1C(=O)NCCc1ccccc1 | -5% |
| CCOC(=O)C(=Cc1ccccc1)C(=O)c1ccccc1 | 11% |
| CSCCC(NS(=O)(=O)c1cccs1)C(=O)NCc1ccccc1 (stereo not given) | -9% |
| CCCCn1c(N)c(N(CCOC)C(=O)COC(=O)CSc2cc(C)c3ccccc3n2)c(=O)[nH]c1=O | 10% |
| CC(NC(=O)c1ccccc1NC(=O)c1nsc2ccccc12)c1ccccc1 (stereo not given) | -8% |
| CC(C)c1nn2c(=O)cc(COC(=O)c3ccccc3NC(=O)c3cccc(Cl)c3)nc2s1 | -1% |
| Cc1ccc(-c2nnc(Nc3cccc(Cl)c3)c3ccccc23)cc1S(=O)(=O)N1CCCCC1 | 6% |
| COc1ccccc1N=C1SC(C(=O)Nc2ccccc2OC)CC(=O)N1C (stereo not given) | 3% |
| COc1ccc(C2(CNC(=O)c3ccc(C)cc3)CCOCC2)cc1 | 6% |
| Cc1cc(C)cc(-n2ccn(CC(=O)Nc3ccccc3F)c(=O)c2=O)c1 | 9% |
| COc1cc(/C=C2\COC/C(=C\c3cc(OC)c(OC)c(OC)c3)C2=O)cc(OC)c1OC | -1% |
| O=C(CSc1c[nH]c2ccccc12)N1CCCc2ccccc21 | 2% |
| Cc1csc2nc(COc3cccc(NC(=O)c4ccccc4F)c3)cc(=O)n12 | -7% |
| COc1cccc(C(=O)c2cn(CC(=O)NCCc3ccccc3)c3nc(C)ccc3c2=O)c1 | 6% |
| Cc1ccc(Cc2nc3ccccc3nc2SCC(=O)NCCc2ccccc2)cc1 | 4% |
| CCOC(=O)C1(CCc2ccccc2)CCN(C(=O)CCn2cnnn2)CC1 | 4% |
| NS(=O)(=O)c1ccc(CNC(=S)NC2CC2)cc1 | -8% |
| Cc1cccc(N(CC(=O)N2CCN(c3ccc(F)cc3)CC2)S(C)(=O)=O)c1C | -2% |
| CCOc1ccc(CCNC(=O)c2ccc3c(c2)N(Cc2ccccc2F)C(=O)c2ccccc2S3=O)cc1OCC (stereo not given) | -3% |
| COc1c(/C=N/Nc2ccc(C(=O)O)cc2)c(CCN(C)C(C)=O)cc2c1OCO2 | 13% |
| C=CCOc1ccc(/C=C/C(=O)OCC(=O)N(C)CC(=O)Nc2ccccc2Cl)cc1 | 13% |
| CCCSc1oc(-c2cccs2)nc1S(=O)(=O)c1ccc(C)cc1 | 22% |
| O=c1[nH]c2ccccc2nc1/C=C/c1ccc(Cl)cc1 | 10% |
| Cc1ccc(-n2ncc(C(=O)N3CCN(c4cccc(C)c4)C(C)C3)c2C2CCN(C(=O)OC(C)(C)C)CC2)cc1 (stereo not given) | 3% |
| COc1ccccc1CCNC(=O)c1ccc2c(c1)c(C)c(C)n2C | 13% |
| CCCOc1ccc(C2c3c(-c4ccccc4O)n[nH]c3C(=O)N2Cc2cccnc2)cc1 (stereo not given) | -6% |
| CCOC(=O)N1CCN(C(=O)c2ccc(Cl)nc2)CC1 | 2% |
| COc1ccc(NC(=O)CSc2nc(-c3ccco3)nc3cc(=O)[nH]n23)cc1 | 6% |
| Cc1ccc(C(=O)Nc2ccc(C(=O)OCc3cc(=O)n4ccsc4n3)cc2)cc1 | -2% |
| Cc1cccn2cc(CCNS(=O)(=O)c3ccc([N+](=O)[O-])cc3)nc12 | 0% |
| COc1ccc(-c2ccc(C(=O)O)c(=O)[nH]2)cc1 | -12% |
| Cn1cnnc1SCC(=O)Nc1nc(-c2ccccc2)cs1 | 13% |
| COc1ccc(C(=O)N2CCCC2(C#N)c2ccccc2)cc1[N+](=O)[O-] (stereo not given) | 2% |
| CCC1NC(=O)c2cccnc2-n2c1nc1cc(OC)c(OC)cc1c2=O (stereo not given) | -4% |
| CCOc1cc(/C=N/NC(=O)C(O)(c2ccccc2)c2ccccc2)ccc1OC(=O)c1ccco1 | 5% |

The list goes on, overlapping the part above by three compounds.
| SMILES | aSyn yeast rescue |
| --- | --- |
| COc1ccc(C(=O)N2CCCC2(C#N)c2ccccc2)cc1[N+](=O)[O-] (stereo not given) | 2% |
| CCC1NC(=O)c2cccnc2-n2c1nc1cc(OC)c(OC)cc1c2=O (stereo not given) | -4% |
| CCOc1cc(/C=N/NC(=O)C(O)(c2ccccc2)c2ccccc2)ccc1OC(=O)c1ccco1 | 5% |
| COc1ccc(-c2cc3nc(C)cc(N4CCN(C(=O)c5ccco5)CC4)n3n2)cc1 | -5% |
| Cc1cc(NC(=O)CSc2nc(-c3ccccc3)nc3c2c(=O)n(C)c(=O)n3C)no1 | 3% |
| CN1CCN(C(=O)c2cnn(-c3ccc(F)cc3F)c2C2CCN(C(=O)OC(C)(C)C)CC2)CC1 | -3% |
| CCOc1ccccc1CNC(=O)c1cnc2sc(N3CCCCCC3)nn2c1=O | -10% |
| C=CCn1c(C(C)NC(=O)COC)nc2ccccc21 (stereo not given) | -4% |
| COc1ccc(N(C)C(=O)C2CCN(S(=O)(=O)c3cc(Br)cc4c3N(C(C)=O)CC4)CC2)cc1 | 6% |
| COc1ccc(CCNc2nc(-c3ccc(F)cc3)c(CC(=O)O)s2)cc1OC | -11% |
| CSc1nnc(C(C)c2ncc(C(F)(F)F)cc2Cl)n1C (stereo not given) | -2% |
| O=C(COC(=O)c1ccc(NS(=O)(=O)c2cccs2)cc1O)Nc1nc2ccccc2s1 | -4% |
| CCn1c(CCNC(=O)c2ccc(F)cc2)nc2ccccc21 | 14% |
| COC(=O)c1nc(N)sc1C(C)C | 4% |
| CCC1Oc2ccc(C)cc2N(CC(=O)NCc2ccc(F)cc2)C1=O (stereo not given) | -5% |
| COC(=O)c1c(-c2ccc(Cl)cc2)noc1N1CCN(c2ccccc2OC)CC1 | 0% |
| COCCCN(C(=S)Nc1ccc(OC)cc1)C(C)c1ccncc1 (stereo not given) | -10% |
| COCCNC(=O)CCC(=O)NNc1nc2ccccc2c2nc(-c3ccccc3)nn12 | -5% |
| Cc1cc(N2CCCCC2)nc2ccc(NC(=O)CCC(=O)N3CCN(c4cccc(Cl)c4)CC3)cc12 | -12% |
| CNC(=O)c1c(NC(=O)Cc2coc3ccc(C)cc23)sc2c1CCCC2 | 6% |
| Cn1c(=O)c2c(nc(NCc3ccccc3)n2Cc2ccc(Cl)c(Cl)c2)n(C)c1=O | 5% |
| CCN(Cc1ccccc1)c1ncnc2c1cnn2-c1ccc(F)cc1 | -8% |
| COc1ccccc1NC(=O)c1oc2ccccc2c1NC(=O)C(C)C | -1% |
| CC(C)c1ccc(S(=O)(=O)c2nnn3c2nc(N2CCOCC2)c2sccc23)cc1 | -8% |
| COc1cccc(Cn2c(=O)n(-c3cc(C)cc(C)c3)c(=O)c3oc4ccccc4c32)c1 | -10% |
| Cc1cccc(NC(=O)N2CCN3CCCCC3C2)c1C (stereo not given) | 0% |
| CCn1ccnc1CN(C)Cc1cn(-c2cc(C)ccc2C)nc1-c1ccccc1 | 2% |
| O=C(Nc1nnc(-c2ccc(F)cc2)s1)c1ccco1 | 3% |
| CCOc1ccc(NCc2cccn2-c2nnc(N3CCC(C(=O)NCc4cccc(OC)c4)CC3)s2)cc1 | 1% |
| Cc1c(NC(=O)c2nn(C(C)C)c(=O)c3ccccc23)c(=O)n(-c2ccccc2)n1C | -8% |
| CCC1(c2ccc(F)cc2)NC(=O)N(CC(=O)N2CCN(S(=O)(=O)c3ccc(Cl)cc3)CC2)C1=O (stereo not given) | -2% |
| CCN(CC)S(=O)(=O)c1cc(NC(=O)CSc2nc3c(cc2C#N)C(=O)CC(C)(C)C3)ccc1C | 2% |
| O=C(OCC(=O)N1CCCCCC1)c1cccc(Cl)c1Cl | 5% |
| Cc1nnc(NC(=O)CSCc2cc(=O)c3ccc(C)c(C)c3[nH]2)s1 | -5% |
| O=C(c1cccc([N+](=O)[O-])c1)N1CCN(CCc2ccncc2)CC1 | 4% |
| COc1ccc(CCNC(=O)CCCn2c(=O)c3ccccc3n(Cc3cccc(Cl)c3)c2=O)cc1OC | 2% |
| Cn1cc(S(=O)(=O)N2CCCC2)cc1C(=O)N1CCN(c2cccc(Cl)c2)CC1 | 6%&2% |
| CCn1c(CNC(=O)C(C)(C)C)nc2ccccc21 | -3% |
| Cc1c2cnn(-c3ccccc3)c(=O)c2c(C)n1CC(=O)NCc1ccccc1 | -2% |
| COc1cccc(NC(=O)CSc2nc3ccccc3nc2N2CCOCC2)c1 | -7%&0% |
| O=C(NCCCN1CCC(Cc2ccccc2)CC1)c1ccc2nc(N3CCOCC3)sc2c1 | 14% |
| Cc1cccc(-c2nc(S(=O)(=O)c3ccccc3)c(N3CCN(c4ccccc4)CC3)o2)c1 | -4% |
| O=c1c2[nH]c3ccc(F)cc3c2ncn1CCC1=CCCCC1 | 10% |

Some of the compounds tested; count on the stated rates, not on these rows.
